PrPC TRFRET – inhibitors of human cell surface prion protein PrPC | TR-FRET read-out | inhibition, % at 13.8 µM | 0.43% of 370,000 active | AID 720596; in the data active means inhibition above about 24%; further: 0% = median of the test wells and 100% = reference compound wells
Y pestis TopoI – blocks Yersinia pestis topoisomerase I activity; Y. pestis Topo-I cleavage product accumulation, plate reader; activity, % at 10 µM; 0.064% of 360,000 active; in the data active means activity above about 50%, passing the limit was not always enough; inconclusive means no clear call, values can overlap the other calls; further: inactives centre near 2
TcdB inh – TcdB glycohydrolase inhibition. inhibition, % at 9.99 µM. TcdB glycohydrolase enzymatic assay, plate reader. 0.24% of 350,000 active; in the data active means inhibition above about 10%
BoNT-A LC inh2 – blocks Botulinum neurotoxin A light chain protease; multiplex microsphere protease substrate cleavage, flow cytometry; inhibition, % at 10 µM; 0.17% of 360,000 active; further: plate controls were buffer without enzyme for full effect and enzyme alone for no effect
CCHF vOTU inh – blocks the CCHF virus ovarian tumor domain protease; inhibition, % at 11.5 µM; 0.55% of 370,000 active; AID 651958; CCHFV vOTU protease, Pep-AMC fluorescence; in the data active means inhibition above about 30%; further: 0% = vehicle wells with enzyme and 100% = no enzyme wells
FadD28 FP inh – inhibitors of Mycobacterium tuberculosis FadD28 bisubstrate binding. inhibition, % at 12.5 µM. 0.22% of 360,000 active. AID 588549. FadD28 bisubstrate probe binding, fluorescence polarization; in the data active means inhibition above about 8.5%, passing the limit was not always enough; inconclusive means no clear call, values can overlap the other calls
Anthrax LF inh2 – blocks Bacillus anthracis lethal factor protease; 0.12% of 360,000 active; inhibition, % at 10 µM; P15917; multiplex microsphere protease cleavage assay, LF; further: plate controls were buffer without enzyme for full effect and enzyme alone for no effect
BoNT-F LC inh – blocks Botulinum neurotoxin F light chain protease; AID 588497; Multiplex microsphere protease cleavage assay, flow cytometry; 0.22% of 360,000 active; inhibition, % at 10 µM; in the data active means inhibition above about 35%, passing the limit was not always enough; inconclusive means no clear call, values can overlap the other calls; further: plate controls were buffer without enzyme for full effect and enzyme alone for no effect
PfHsp40 yeast – rescue of PfHsp40-mediated yeast toxicity; S. cerevisiae expressing PfHsp40, growth rescue, ATP luminescence; growth rescue, % at 12.5 µM; 0.68% of 340,000 active; AID 504582; in the data active means growth rescue above about 28%, passing the limit was not always enough; inconclusive means no clear call, values can overlap the other calls;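 further: yeast W303a lacking pdr1 and pdr3 grown in galactose medium; growth measured after three days at 30 °C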
Active calls of the source: *; ? = inconclusive; . = no result given; & = joins results of further samples. Unless noted, no stated cut-off is given here; in the data, active means inhibition above about 30%; inconclusive means no clear call, values can overlap the other calls; inactive means below that.

SMILES	PrPC TRFRET	Y pestis TopoI	TcdB inh	BoNT-A LC inh2	CCHF vOTU inh	FadD28 FP inh	Anthrax LF inh2	BoNT-F LC inh	PfHsp40 yeast
Cc1c(CCOC(=O)c2cc([N+](=O)[O-])cc([N+](=O)[O-])c2)sc[n+]1CCCCS(=O)(=O)[O-]	-7	0	0.0	0.3	5	-0.4	0	2	0.2
Cc1cccc(NC(=S)NNc2ncc(C(F)(F)F)cc2Cl)c1	3	0	.	0.2	15	-0.6	-1	-4	0.4
CCOC(=O)CC(=O)CSc1nc2c(c(-c3cccs3)c1C#N)CCC2	4	4	.	4.9	5	0.3	-2	-3	-1.0
Cc1cc(O)cc2c1C1CCC3(C)C(O)CCC3C1C=C2 (stereo not drawn)	-3	-1	4.4	-0.2	3	-4.0	3	3	-0.6
COc1ccc(CNC(=O)c2nn(C)c3c2CS(=O)(=O)c2ccccc2-3)cc1	8	-7	-11	.	12	-2.7	.	.	0.4
Cc1c(C=N)c(O)n(C)c(=O)c1C#N	12	2	-0.5	0.7	0	-3.3	-13	?	-0.4
Cn1c(N2CCNCC2)nc2ccccc21	-6	-3	0.2	0.5	8	-4.0	1	0	-0.1
Cc1ccc(NC(=O)CN2C(=O)N/C(=C\c3cccnc3)C2=O)cc1	1	2	0.9	0.8	-7	-0.9	0	1	0.2
O=C(c1ccccc1F)N1CCN(S(=O)(=O)c2ccc(S(=O)(=O)N3CCCCC3)cc2)CC1	3	2	0.7	-0.1	-2	0.1	-4	-4	-0.2
Cn1c(=O)n(C)c2cc(/C=N/NC(N)=S)ccc21	-4	6	2.3	-0.6	9	1.7	4	-5	1.2
Cc1c(NC(=O)C(C)OC(=O)CCOc2ccccc2)c(=O)n(-c2ccccc2)n1C (stereo not drawn)	-5	-4	2.5	0.3	0	-4.0	0	-8	-0.4
CC(=O)c1ccc(OC(C)C)c(CSC(=N)N)c1	7	-5	-3.6	1.5	8	-3.8	-1	1	-0.7
CCn1c(SCC(N)=O)nnc1-c1ccc(OC)c(OC)c1	10	-2	.	-0.6	0	-0.1	1	-5	-1.3
COc1ccccc1CN1C[C@@H]2C[C@@H](c3[nH]c4ccc(C)cc4c3C)N3CCC[C@@]23C1=O	1	24	.	3.5	20	0.7	-2	-6	0.1
COc1ccc(-c2cc(C(=O)Nc3ccc(S(=O)(=O)Nc4onc(C)c4C)cc3)c3ccccc3n2)cc1	-1	-11	1.2	0.0	5	-6.3	-4	8	2.0
Cc1cccc(C)c1NC(=O)COC(=O)CCc1ccc(S(=O)(=O)N2CCCCC2)cc1	7	29	-4.8	-0.6	17	-0.1	-2	2	0.1
COc1ccc(NC(=O)C2CCCN(S(=O)(=O)c3ccccc3)C2)c(OC)c1 (stereo not drawn)	11	18	-7.5	0.3	-4	-3.2	0	3	1.5
Cc1cc(OCC(=O)Nc2cc(C(C)(C)C)on2)ccc1[N+](=O)[O-]	7	5	-2.1	-3.0	26	-1.4	1	0	0.5
CCC(=O)c1cc(-c2nc3ccccc3n2C)n(C)c1	-2	-6	.	-0.2	6	-1.9	1	2	0.2
O=C(NCc1ccc2c(c1)OCO2)c1nc(S(=O)(=O)Cc2ccccc2)ncc1Cl	0	9	0.4	2.7	-1	-2.4	0	7	0.0
O=C(CN1CCC(NC(=O)Nc2ccccc2)CC1)Nc1cccc([N+](=O)[O-])c1	-20	-6	0.3	1.2	15	-1.6	2	2	0.4
O=C(CN1CCN(c2ccccc2)CC1)NCc1ccc(F)cc1	-8	5	0.0	-0.3	0	0.5	-6	?	-0.6
CCCOc1ccc(F)cc1-c1cc(C(=O)Nc2ccc(C(C)C)cc2)[nH]n1	3	4	-4.7	0.0	9	-1.3	3	-4	.
COC(=O)c1c(-c2c(Cl)cccc2Cl)noc1NC(=O)NN1CCCCC1	8	21	2.8	-0.1	17	-12	-2	-10	1.3
O=C1/C(=C/c2cccnc2)SC(=S)N1CC1CCCO1 (stereo not drawn)	7	2	0.6	0.2	10	0.2	-3	6	-1.9

Going on with the list.
SMILES	PrPC TRFRET	Y pestis TopoI	TcdB inh	BoNT-A LC inh2	CCHF vOTU inh	FadD28 FP inh	Anthrax LF inh2	BoNT-F LC inh	PfHsp40 yeast
CCN(C(=O)COC(=O)c1cccnc1Nc1ccccc1F)C1CCS(=O)(=O)C1 (stereo not drawn)	8	1	.	-0.3	12	-1.8	0	-7	-0.9
Cc1cccc(CN2CCN(CC(=O)NCc3cccs3)C2=O)c1	1	2	.	2.4	-1	-2.0	7	26	0.3
O=C(NCCN1CCOCC1)c1cc2cc(Br)ccc2oc1=O	-4	-1	.	0.3	-6	0.4	-1	1	0.5
CCOC(=O)c1ccc(N2CSC3=C(C#N)C(c4cccs4)CC(=O)N3C2)cc1 (stereo not drawn)	23	14	-0.5	-0.8	2	-2.1	2	6	-0.2
COc1ccc(S(=O)(=O)N2CCN(C(=O)CC3CC4CCC3C4)CC2)cc1 (stereo not drawn)	0	5	1.0	-0.7	22	.	-4	1	0.3
Cc1sc(NC(=O)/C=C/c2ccco2)c(C(=O)O)c1C	-5	8	3.6	-0.4	13	-0.2	2	1	-0.2
COc1ccc(C(=O)C(=NN)c2ccccc2)cc1	3	-4	-0.6	-0.2	-9	0.0	-6	-1	.
C[C@@H]1CN([C@H](C)CO)C(=O)c2c(c3ccccc3n2C)-c2ccccc2CO[C@H]1CN(C)Cc1ccc(-c2ccccc2)cc1	10	13	-7.3	-0.2	23	0.1	2	-8	.
C/C(O)=C(/C#N)c1nc2ccccc2[nH]1	2	7	.	0.4	13	0.5	4	11	-1.0
CC(C)c1ccc2[nH]c3c(c2c1)[C@@H]1CCN2C(=O)CCC[C@H](C3)[C@H]12	8	29	3.0	0.3	6	-1.6	0	-6	2.7
COc1ccc(-c2noc(-c3ccccc3-c3ccccc3)n2)cc1	1	0	.	0.6	5	-1.1	4	-6	1.2
O=C(CN1CCN(S(=O)(=O)/C=C/c2ccccc2)CC1)NCC(F)(F)F	5	2	-7.4	-1.7	-2	1.0	0	-3	7.4
COC(=O)c1cc(C(=O)OCC(=O)Nc2ccc(N3CCOCC3)cc2)cc([N+](=O)[O-])c1	-14	0	-1.5	-0.3	6	-1.1	6	-5	0.6
COc1ccc(CCNc2ccc(C(CC(N)=O)NC(=O)Cc3ccc(Br)cc3)cc2[N+](=O)[O-])cc1 (stereo not drawn)	-5	-7	1.2	-0.2	-3	-2.9	-10	-2	-1.0
O=C(Nc1cccc(-c2nc3ccccc3[nH]2)c1)c1cccc(NC(=O)c2ccco2)c1	37*	5	.	0.2	0	17*	-1	-14	-2.3
CC(C)(C)c1cc(NC(=O)Nc2ccc(Br)cc2Cl)no1	5	-2	0.7	-0.3	10	-3.4	-2	0	0.5
COc1ccc(-n2c(SCC(=O)Nc3cc(C)on3)nc3c([nH]c4ccccc43)c2=O)cc1OC	-1	28	2.4	0.4	10	-1.8	5	4	0.3
COC(=O)c1nn(-c2ccccc2)c(-c2ccccc2)c1C(=O)c1ccccc1	-4	22	.	0.2	11	-9.4	0	4	-0.7
Cc1ccc2ncccc2c1NC(=S)NC(=O)c1ccccc1	15	7	2.9	-1.6	-10	-0.5	-1	0	0.3
O=C(c1ccc(=O)[nH]c1)N(Cc1ccco1)C1(C(=O)NC2CCCC2)CCCCC1	3	-1	.	-0.3	12	-2.5	-1	0	0.9
CC(=O)c1cc(CN2CCCCC2)cc(OC(C)C)c1	-4	2	0.9	-0.6	11	-2.3	1	-7	0.3
COc1ccccc1-n1cc(-c2ccc(C)cc2)[nH]c1=S	3	10	0.5	-7.1	5	-2.8	-2	?	1.1
COc1ccc(C2Oc3ccccc3C3=C2C(c2cccs2)n2ncnc2N3)cc1 (stereo not drawn)	23	8	.	-0.2	19	-2.3	-3	-1	0.7
O=C(NCC1CCCO1)c1ccccc1NS(=O)(=O)c1ccc(Br)s1 (stereo not drawn)	2	1	1.1	0.1	8	-0.7	-4	1	1.1
C=C(C)C1CC=C(C)/C(=N/NC(=O)COc2ccccc2C)C1 (stereo not drawn)	8	30	1.0	-0.8	2	-4.5	-2	-5	2.1

Later entries
SMILES	PrPC TRFRET	Y pestis TopoI	TcdB inh	BoNT-A LC inh2	CCHF vOTU inh	FadD28 FP inh	Anthrax LF inh2	BoNT-F LC inh	PfHsp40 yeast
O=S(=O)(NCCN1CCCC1)c1cccc2cccnc12	-8	-5	-0.3	-1.0	-4	-1.4	-6	-10	-1.4
CCOC(=O)N1CCC(NC(=O)c2oc3c(c2C)-c2[nH]ncc2CC3)CC1	-2	6	.	?	2	-2.8	-4	-5	0.5
CC1CC(C)CN(S(=O)(=O)c2ccc(F)c(C(=O)Nc3ccc(Cl)cc3F)c2)C1 (stereo not drawn)	4	0	0.3	0.2	1	-4.6	2	5	0.2
C(=N\N1CCN(Cc2cccc3ccccc23)CC1)/c1ccco1	10	34	.	-0.1	4	0.5	1	3	-1.1
CCN(CC)S(=O)(=O)c1ccc2c(c1)nc(SCc1nc3ccsc3c(=O)[nH]1)n2CC	5	16	.	-0.4	7	-1.7	5	1	1.8
O=C(O)CCCNC(=O)C(c1ccccc1)c1ccccc1	-3&1	-2&-4	0.8	0.2&-0.3	-6&8	-2.9&-2.3	-1&-4	-6&3	0.7&0.8
CCC(=O)c1ccc(OCC(=O)O)cc1	6	-1	.	-0.5	16	-0.3	2	1	0.2
CCN(CC)c1ccc(NC2CC(=O)N(CCc3ccc(OC)cc3)C2=O)cc1 (stereo not drawn)	0	-4	0.2	0.4	17	8.7*	-8	-3	1.9

Grouped by structure, the entries above with a thiophene ring, fused or not (seven)
SMILES	PrPC TRFRET	Y pestis TopoI	TcdB inh	BoNT-A LC inh2	CCHF vOTU inh	FadD28 FP inh	Anthrax LF inh2	BoNT-F LC inh	PfHsp40 yeast
CCOC(=O)CC(=O)CSc1nc2c(c(-c3cccs3)c1C#N)CCC2	4	4	.	4.9	5	0.3	-2	-3	-1.0
Cc1cccc(CN2CCN(CC(=O)NCc3cccs3)C2=O)c1	1	2	.	2.4	-1	-2.0	7	26	0.3
CCOC(=O)c1ccc(N2CSC3=C(C#N)C(c4cccs4)CC(=O)N3C2)cc1 (stereo not drawn)	23	14	-0.5	-0.8	2	-2.1	2	6	-0.2
Cc1sc(NC(=O)/C=C/c2ccco2)c(C(=O)O)c1C	-5	8	3.6	-0.4	13	-0.2	2	1	-0.2
COc1ccc(C2Oc3ccccc3C3=C2C(c2cccs2)n2ncnc2N3)cc1 (stereo not drawn)	23	8	.	-0.2	19	-2.3	-3	-1	0.7
O=C(NCC1CCCO1)c1ccccc1NS(=O)(=O)c1ccc(Br)s1 (stereo not drawn)	2	1	1.1	0.1	8	-0.7	-4	1	1.1
CCN(CC)S(=O)(=O)c1ccc2c(c1)nc(SCc1nc3ccsc3c(=O)[nH]1)n2CC	5	16	.	-0.4	7	-1.7	5	1	1.8

Entries of single compounds, looked up by structure.
Listed for O=S(=O)(NCCN1CCCC1)c1cccc2cccnc12 : PrPC TRFRET: -8; Y pestis TopoI: -5; TcdB inh: -0.3; BoNT-A LC inh2: -1.0; CCHF vOTU inh: -4; FadD28 FP inh: -1.4; Anthrax LF inh2: -6; BoNT-F LC inh: -10; PfHsp40 yeast: -1.4
Listed for CC1CC(C)CN(S(=O)(=O)c2ccc(F)c(C(=O)Nc3ccc(Cl)cc3F)c2)C1 (stereo not drawn) : PrPC TRFRET: 4; Y pestis TopoI: 0; TcdB inh: 0.3; BoNT-A LC inh2: 0.2; CCHF vOTU inh: 1; FadD28 FP inh: -4.6; Anthrax LF inh2: 2; BoNT-F LC inh: 5; PfHsp40 yeast: 0.2

Screens deposited in PubChem by several laboratories.
